hcGAS inh = Primary biochemical luminescence assay for human cyclic GMP-AMP synthase inhibitors. AID 1259398, 2018. recombinant h-cGAS, ATP depletion, Kinase-Glo luminescence. Q8N884. inhibition, % at 12.5 µM. actives 0.081% (n = 290,000);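 also: 0% = vehicle reaction and 100% = reaction without DNA for no activity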
Target sequence (Q8N884 whole entry, looked up): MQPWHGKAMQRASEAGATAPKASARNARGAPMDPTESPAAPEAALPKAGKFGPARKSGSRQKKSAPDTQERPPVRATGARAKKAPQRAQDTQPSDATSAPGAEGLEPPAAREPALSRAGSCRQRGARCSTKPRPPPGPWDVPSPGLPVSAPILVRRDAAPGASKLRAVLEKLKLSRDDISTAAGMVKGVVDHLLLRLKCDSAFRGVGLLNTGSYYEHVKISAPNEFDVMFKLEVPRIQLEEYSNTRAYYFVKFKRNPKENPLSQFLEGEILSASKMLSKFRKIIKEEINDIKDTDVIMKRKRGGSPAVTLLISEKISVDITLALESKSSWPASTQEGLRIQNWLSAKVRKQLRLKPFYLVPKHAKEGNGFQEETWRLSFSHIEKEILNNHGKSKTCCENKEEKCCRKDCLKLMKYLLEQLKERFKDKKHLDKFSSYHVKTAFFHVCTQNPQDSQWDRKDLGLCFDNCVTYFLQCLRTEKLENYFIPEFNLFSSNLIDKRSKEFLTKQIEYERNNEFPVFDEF
NPYLR7 agonist = agonists of mosquito NPYLR7 receptor, primary screen, cell-based, Aedes aegypti, calcium fluorescence, mosquito biting behavior. Aedes aegypti neuropeptide Y-like receptor 7 (NPYLR7). HEK293T NPYLR7/Galpha15, GCaMP6s calcium fluorescence. activation, % at 10 µM. actives 0.15% (n = 270,000). AID 1259423, 2018; in the data active = activation above about 40%;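 also: 0% = vehicle and 100% = reference agonist at the receptor; some compounds past the cut are filed as inactive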
mcGAS lum = cyclic GMP-AMP synthase inhibitors, mouse, primary biochemical chemiluminescence. inhibition, % at 12.5 µM. recombinant cGAS, Kinase-Glo ATP depletion luminescence. actives 0.15% (n = 160,000). AID 1259399, 2018. Q8C6L5;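 also: 0% = negative control wells and 100% = reference inhibitor with no enzyme activity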
* marks the source's active call; other numbers are inactive results; x = not tested or not shown; & = joins results of further samples. Rule as the data show it, unless noted: active = inhibition above about 40%; inactive = the rest.

Structure	hcGAS inh	NPYLR7 agonist	mcGAS lum
CC1CCN(CCCNc2cnn(-c3ccccc3)c(=O)c2Cl)CC1	-11	19	x
Cc1cccc(Cn2c(=O)c3c(nc4n(CCN5CCOCC5)c(C)c(C)n34)n(C)c2=O)c1	3	-1	x
CC(=O)O[C@H]1C[C@@H]2CC[C@@H]3[C@H](CC[C@@]4(C)[C@H]3C[C@H]([N+]3(C)CCCCC3)[C@@H]4OC(C)=O)[C@@]2(C)C[C@@H]1[N+]1(C)CCCCC1	-4&-5	-2&-2	-4
Cc1cnc(C)c(-c2cc(O)c3c(c2)CN(c2ncccn2)CCO3)n1	-2	3	-14
COC(=O)c1cc2n(n1)CCCN(C(=O)c1cc(=O)c3ccccc3o1)C2	-1	5	x
Cc1ccc(C)c(Cn2c(CN3CCOCC3)nc3c2c(=O)n(C)c(=O)n3C)c1	-5	1	-6
CC(=O)N1CCCCC1C1=CCCN(Cc2noc(CC(C)C)n2)C1 (stereo unspecified)	-5	x	-4
Cc1cc(O)c(C(=O)O)cc1S(=O)(=O)N1CCCc2cccc(F)c21	-8	12	-12
COc1ccc(CC(=O)N2CCc3c([nH]c4ccccc34)C2c2cccc(C)n2)cc1OC (stereo unspecified)	-8	6	-9
CC(C)n1cc(NC(=O)C2CCCN2C(=O)Nc2ccccc2)cn1 (stereo unspecified)	-6	1	x
CCOC(=O)C1=C(C)N(C)C(=O)NC1c1cc2c(cc1Br)OCO2 (stereo unspecified)	-5	-3	-2
Cc1ccc2oc(=O)cc(Cn3ccnc3)c2c1	-1	7	-6
O=C(CNC(=O)c1ccccc1)OCc1cc(Cl)ccc1OC(F)F	-9	5	x
COc1cc(NC(=O)N2CCc3nc(NCc4cccc(Oc5ccccc5)c4)ncc3C2)cc(OC)c1OC	-4	-5	-4
CCCn1c(=O)c(-c2cccs2)nc2c1c(=O)[nH]c(=O)n2Cc1ccccc1	-12	8	x
C=CCOc1cccc(C2c3c(oc4ccc(C)cc4c3=O)C(=O)N2c2nccs2)c1 (stereo unspecified)	-6	4	x
Cn1cccc1CN(Cc1ccc(F)cc1)CC(O)COCc1ccccc1 (stereo unspecified)	-3	12	-1
COC(=O)CCC(=O)N1CCc2ccccc2C1c1ccc(F)cc1 (stereo unspecified)	-1	-6	-5
Cc1cccc(N2CC(C)Cn3c2nc2c3c(=O)n(CCN3CCCCC3)c(=O)n2C)c1 (stereo unspecified)	-2	14	x
Cc1ccc(NCN2C(=O)c3cccc([N+](=O)[O-])c3C2=O)nc1	3	-10	0
COc1cc(S(=O)(=O)N2CCNCC2)ccc1-n1cnnn1	0	-7	1
COc1ccc(C=NNC(=O)c2ccncc2)cc1O	-8	0	x
COc1ccc2c(c1)CN(Cc1ccco1)C(=O)CCN2CC(O)COC(C)(C)C (stereo unspecified)	-11	2	-9
CS(=O)CC(NC(=O)c1ccc(O)c(Cl)c1)c1ccccc1 (stereo unspecified)	-6	0	-11
C=CCN1CCC(NC(=O)N(CC=C)Cc2cccc(C#N)c2)CC1	-9	4	x

Later entries
Structure	hcGAS inh	NPYLR7 agonist	mcGAS lum
Cn1ccnc1SCCn1ccnc1-c1ccncc1	4	-3	-7
O=C(NOC1CCCCO1)C1CCCN1C(=O)c1ccc(Br)cc1 (stereo unspecified)	-8	20	x
CCN(CC)CCn1c(C)cn2c3c(=O)n(Cc4ccc(Cl)cc4)c(=O)n(C)c3nc12	-4	2	x
CC(NC(=O)C12C=CC(=O)C1C1C=CC2C1)c1ccccc1 (stereo unspecified)	-7	6	x
Brc1ccc(-c2nn[nH]n2)o1	9	-3	x
COCCNC(=S)Nc1cc(Cl)c(N)c(Cl)c1	-5	6	-8
COc1ccc2nc(-c3cccc(NS(=O)(=O)c4cccc(Cl)c4Cl)c3)cn2n1	-3	-3	-7
CCC1CCC2(CC1)NC(=O)N(Cc1ncc(-c3ccccc3)o1)C2=O (stereo unspecified)	-4	9	x
CC(C(=O)NC1CCS(=O)(=O)C1)N1CCCC1Cn1cccn1 (stereo unspecified)	-10	-1	x
O=C(CSc1nc2ccccc2[nH]1)NN=C1c2ccccc2-c2ccccc21	-7	1	-9
COC(=O)c1ccc(CSc2nc(C)[nH]c2[N+](=O)[O-])o1	11	-4	3
NC(=O)CSc1nc(-c2ccccc2)cc(=O)[nH]1	6	4	2
COc1ccc(-c2csc(NC(=O)C3Cc4ccccc4C(=O)O3)n2)cc1OC (stereo unspecified)	-1	2	x
CN(C)C(CNC(=S)NC1CC2CCC1C2)c1ccccc1 (stereo unspecified)	-5	1	x
O=c1nc(SCc2cccc3ccccc23)c2c(n1CCCO)CCCC2	-5	-4	-5
O=C(CSc1nc(=O)n(CC2CCCO2)c2c1CCC2)Nc1cccc([N+](=O)[O-])c1 (stereo unspecified)	-11	-7	-9
Cc1n[nH]c(C)c1Cc1nnc(SCC(=O)O)n1-c1ccccc1Cl	-1	6	-10
Nc1ncnc2nc(-c3ccc(N4CCOCC4)nc3)cc(-c3cccc(Br)c3)c12	-7	17	x
Cc1ccc(C2(O)CCN(S(=O)(=O)c3sccc3C)CC2)nc1	-5	-4	-17
CC(C)c1ccc(OCC2c3ccsc3CCN2C(=O)CN(CCN2CCCC2)C(=O)NC(C)(C)C)cc1 (stereo unspecified)	-4	1	-6
CCN1C(=O)N(CO)C2C1N(CC)C(=O)N2CO (stereo unspecified)	1	6	-5
CN(C)Cc1ccc(-c2cc(N)ccn2)cc1	1	2	x
O=C1OC(c2ccc(F)c(F)c2)=NC1=Cc1cccnc1	-4	-1	x
C[C@@H]1[C@H]2C[C@@H](C[C@H]1NC(=O)c1ccc(-n3nc(-c4cccc(Cl)c4)cc3N)cc1)C2(C)C	-6	1	-5
COc1cccc(CO[C@]2(C(=O)NC3CC3)CC(OCc3ccc(C(F)(F)F)cc3)[C@@H]3OC(C)(C)O[C@@H]3C2)c1 (stereo partly specified)	-2	x	-8

Sorted by SMILES length (highest first): part of the list above.
Structure	hcGAS inh	NPYLR7 agonist	mcGAS lum
COc1cccc(CO[C@]2(C(=O)NC3CC3)CC(OCc3ccc(C(F)(F)F)cc3)[C@@H]3OC(C)(C)O[C@@H]3C2)c1 (stereo partly specified)	-2	x	-8
O=C(CSc1nc(=O)n(CC2CCCO2)c2c1CCC2)Nc1cccc([N+](=O)[O-])c1 (stereo unspecified)	-11	-7	-9
CCN1C(=O)N(CO)C2C1N(CC)C(=O)N2CO (stereo unspecified)	1	6	-5

Filtered by structure, those above containing fluorine.
Structure	hcGAS inh	NPYLR7 agonist	mcGAS lum
Cc1cc(O)c(C(=O)O)cc1S(=O)(=O)N1CCCc2cccc(F)c21	-8	12	-12
O=C(CNC(=O)c1ccccc1)OCc1cc(Cl)ccc1OC(F)F	-9	5	x
Cn1cccc1CN(Cc1ccc(F)cc1)CC(O)COCc1ccccc1 (stereo unspecified)	-3	12	-1
COC(=O)CCC(=O)N1CCc2ccccc2C1c1ccc(F)cc1 (stereo unspecified)	-1	-6	-5
O=C1OC(c2ccc(F)c(F)c2)=NC1=Cc1cccnc1	-4	-1	x
COc1cccc(CO[C@]2(C(=O)NC3CC3)CC(OCc3ccc(C(F)(F)F)cc3)[C@@H]3OC(C)(C)O[C@@H]3C2)c1 (stereo partly specified)	-2	x	-8

Continuation.
Structure	hcGAS inh	NPYLR7 agonist	mcGAS lum
O=C(Nc1cccc(Cc2ccccc2)c1)Nc1cccc2[nH]c([C@H]3C[C@H](O)[C@@H](CO)O3)nc12	-6	18	-4
Cc1ccc(N=Nc2c(-c3ccc([N+](=O)[O-])cc3)[nH]n(-c3ccccc3)c2=O)c(Br)c1	0	-15	2
CCCCc1ccc(C(=O)Nc2ccccc2C2SCC(=O)N2c2cc(C)ccc2OC)cc1 (stereo unspecified)	-3	5	-9
O=C(NCc1cccnc1)c1coc(CN(Cc2ccc(Cl)c(Cl)c2)C2CC2)n1	-1	13	-5
O=C(COc1ccccc1)N1CCN(C(=O)c2ccco2)CC1	-4	7	-5
Cn1ccnc1SCC(=O)NC(C)(C#N)C1CC1 (stereo unspecified)	-9	3	-8
CCCCCN1CCN(c2nc3c(c(=O)[nH]c(=O)n3C)n2Cc2ccc(Cl)cc2Cl)CC1	-5	3	x
O=C(Cc1csc(NC(=O)c2ccc[nH]c2=O)n1)NCc1cccnc1	-2	3	-6
COC(=O)c1ccc(N=C2SC(C(=O)Nc3ccc(C(=O)O)cc3)CC(=O)N2C)cc1 (stereo unspecified)	-2	2	-5
CCN(CC)c1ccc(CN(Cc2ccco2)C(=O)Nc2ccccc2OC)c(OS(C)(=O)=O)c1	-5	-2	-2
COCc1ccc(C(=O)NCc2ccc3c(c2)n(C)c(=O)n3C)o1	2	-2	x
CCCC(C)NC(=O)C1CCCN(CC(=O)NC2CCSC2=O)C1 (stereo unspecified)	4	3	x
CC(C)N1C(=O)c2ccccc2NC1c1cn[nH]c1-c1ccc(F)cc1 (stereo unspecified)	-9	2	x
CCc1nc2ccc(C(=O)Nc3ccc(NC(C)=O)cc3)cn2c1N(C)CCN1CCOCC1	-6	11	-5
O=c1c2cnc3nc(-c4cccnc4)nn3c2ccn1Cc1ccccn1	-7	1	x
CCCCC(=O)NCCN1CCN(C(=O)OC)CC1	-9	1	x
CCOc1ccc(N2CCN(C(=O)c3ccc(F)cc3)C(C)C2=O)cc1 (stereo unspecified)	0	3	x
Cc1cc(C)[n+]2cccc(O)c2n1	3	-13	x
CCCCN(C(=S)NC1CCCCC1)c1c(N)n(CCC)c(=O)[nH]c1=O	-6	22	-8
COc1ccc(OCc2nn(CN(C)Cc3ccc(F)cc3)c(=S)n2C)cc1	-7	3	-9
Cc1cc(OC(=O)c2ccccc2C(F)(F)F)c([N+](=O)[O-])c(=O)[nH]1	2	25	0
COC(=O)[C@H](NC(=O)c1cnn2c1CCCC2)c1ccc(O)cc1	-4	4	x
COc1ccc(S(=O)(=O)Oc2ccccc2CN(Cc2ccco2)C(=O)CC(C)(C)C)cc1	-7	1	-4
C/C=C/C(=O)N1CC(=O)N2CCc3c(F)cccc3C2C1 (stereo unspecified)	0	4	0
CCOC(=O)C1CCN(C2CC(=O)N(c3ccc(OC)cc3)C2=O)CC1 (stereo unspecified)	1	0	2

Only mcGAS lum and NPYLR7 agonist, for some of the entries so far:
compound	mcGAS lum	NPYLR7 agonist
Cc1ccc(N=Nc2c(-c3ccc([N+](=O)[O-])cc3)[nH]n(-c3ccccc3)c2=O)c(Br)c1	2	-15
CC(C)N1C(=O)c2ccccc2NC1c1cn[nH]c1-c1ccc(F)cc1 (stereo unspecified)	x	2
Cn1ccnc1SCC(=O)NC(C)(C#N)C1CC1 (stereo unspecified)	-8	3
CCOC(=O)C1CCN(C2CC(=O)N(c3ccc(OC)cc3)C2=O)CC1 (stereo unspecified)	2	0
O=C(COc1ccccc1)N1CCN(C(=O)c2ccco2)CC1	-5	7
O=c1c2cnc3nc(-c4cccnc4)nn3c2ccn1Cc1ccccn1	x	1

Remaining list, next part
Structure	hcGAS inh	NPYLR7 agonist	mcGAS lum
CCn1cc(C(CC(=O)NCCCOC)c2ccc(F)cc2)c2ccccc21 (stereo unspecified)	-5	19	-4
COc1ccc(C(=O)NC(c2ccc(Cl)cc2)C2CC2)cc1F (stereo unspecified)	-5	0	x
CCOC(=O)C1(C)CCN1C(=O)CSc1ccccc1 (stereo unspecified)	-14	-1	x
O=C(Nc1nn(Cc2ccc(Oc3ccccc3)cc2)c2ccccc12)c1ccno1	-5	20	-5
CC(c1cccc(S(N)(=O)=O)c1)N(C)Cc1ccc(Cl)cc1 (stereo unspecified)	5	-30	x
COc1ccccc1CCC(=O)OCC(=O)NC(c1ccccc1)c1ccccc1	-7	-5	-8
CC(C)Cn1cnc2c(nnn2C)c1=O	-4	0	x
Cc1c(C)n2c3c(=O)n(CCN4CCOCC4)c(=O)n(C)c3nc2n1-c1ccc(F)cc1	2	-3	x
CC(C)Oc1ccc(C(=O)NCc2cccs2)cc1	3	-6	x
Cc1ccc(C)c(NC(=O)CCNCC(=O)Nc2cnccn2)c1	-5	-7	-11
C/C=C/CC(=O)N(Cc1ccsc1)C(CC)CO (stereo unspecified)	1	1	-1
Cc1cccc(C2(C(=O)N(C)C3CCS(=O)(=O)C3)CCC2)c1 (stereo unspecified)	-3	-3	x
Cc1cc(I)ccc1N1C(=O)C2C3C=CC(C3)C2C1=O (stereo unspecified)	0	6	x
COc1cc(C)c(S(=O)(=O)NCCC(=O)Nc2ccncc2)cc1OC	-3	0	x
COC(=O)c1ccc(COC(CN2CCN(C(=O)c3ccc(OC)cc3OC)CC2)c2cccc(OC)c2)cc1 (stereo unspecified)	-4	x	-5
CCC(=O)N1CCC1(C)C(=O)Nc1cc(OC)ccc1OC (stereo unspecified)	-4	-3	0
O=C(c1cccc2cc[nH]c12)N1C[C@@H]2[C@H](C1)[C@H]1CC[C@@H]2O1	-3	6	x
CCOC(=O)C(C)Sc1nnc(NC(=O)COCc2ccccc2)s1 (stereo unspecified)	-9	29	-4
O=C1CC(C(=O)NCC2(c3cccc(C(F)(F)F)c3)CCOCC2)c2ccccc2N1 (stereo unspecified)	-3	1	x
O=C(CCc1nnc(CCc2ccccc2)o1)NCCCC1CCCC1	-1	4	-3
Cc1ccccc1NC(=O)Cn1c2c(sc1=O)C1c3ccccc3OCC1CS2 (stereo unspecified)	1	-7	-1

Compound activity: PubChem BioAssay, Fisher Drug Discovery Resource Center

Compounds as they come, and some 0.27% of all compounds hit somewhere here.
